Source: PubChem BioAssay (National Center for Advancing Translational Sciences (NCATS))
N370S GC = inhibitors or activators of N370S glucocerebrosidase for Gaucher disease; Potency, µM (top dose mostly 59.4 µM), without a hit: top-dose activity change, negative = inhibition, most hits filed as inhibitors; N370S GC spleen homogenate, 4MU-glucoside fluorescence; AID 2101; 330,000 compounds, 0.092% hits;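 note: 0% = full enzyme activity and -100% = no enzyme basal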
TDP1 cell noCPT = qHTS for Inhibitors of human tyrosyl-DNA phosphodiesterase 1 (TDP1): qHTS in cells in absence of CPT | AID 686978, 2013 | 420,000 compounds, 15% hits | DT40 Tdp1-/- hTDP1 cells, no CPT, ATP luminescence, 48 h | Potency, µM (series often up to 46.2 µM), for inactives: at the top dose activity change, negative = growth inhibition, most hits filed as inhibitors; note: nearly all actives have a fitted effect of over 55% in size
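A cellular qHTS used chicken DT40 cells lacking endogenous Tdp1 but carrying stably transfected human TDP1. Compounds were applied without camptothecin, and cell growth kinetics were judged by ATP-dependent luminescence after ≥48 hr.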
TDP1 block = blocks human tyrosyl-DNA phosphodiesterase 1. Q9NUW8. recombinant TDP1, AlphaScreen DNA substrate cleavage. Potency, µM (doses to about 130 µM), inactives show top-dose activity change, negative = inhibition, actives largely listed as inhibitors. 350,000 compounds, 0.28% hits. AID 485290; note: nearly all actives have a fitted effect of over 40% in size
Target sequence (Q9NUW8 whole entry, looked up): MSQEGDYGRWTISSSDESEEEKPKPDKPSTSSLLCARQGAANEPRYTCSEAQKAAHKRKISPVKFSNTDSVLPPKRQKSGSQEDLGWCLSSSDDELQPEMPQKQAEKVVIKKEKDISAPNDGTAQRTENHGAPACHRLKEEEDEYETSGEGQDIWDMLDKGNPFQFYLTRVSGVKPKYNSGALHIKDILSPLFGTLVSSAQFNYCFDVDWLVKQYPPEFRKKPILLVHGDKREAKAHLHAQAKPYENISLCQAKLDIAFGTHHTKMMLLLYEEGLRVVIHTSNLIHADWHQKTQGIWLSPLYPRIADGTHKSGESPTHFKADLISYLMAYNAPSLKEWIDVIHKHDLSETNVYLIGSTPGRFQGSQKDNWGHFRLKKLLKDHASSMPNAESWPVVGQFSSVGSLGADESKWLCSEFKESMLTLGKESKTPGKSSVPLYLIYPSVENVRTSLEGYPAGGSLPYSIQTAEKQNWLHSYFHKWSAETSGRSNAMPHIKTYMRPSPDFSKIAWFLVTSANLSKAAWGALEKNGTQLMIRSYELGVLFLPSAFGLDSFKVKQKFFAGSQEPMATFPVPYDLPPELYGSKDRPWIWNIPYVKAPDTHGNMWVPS
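AlphaScreen read-out: signal falls as enzyme removes the 3' tyrosine-FITC from a 5'-biotinylated DNA oligo (15 nM, 5 min, RT). Enzyme was E. coli-made recombinant Tdp1 at 1 nM, exposed to compound for 15 min beforehand; beads 10 ug/ml, 10 min.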
The depositor's hits bear a star; ? = inconclusive; / = not tested or not shown; & = joins results of further samples. Calls come from the whole dose curve; as a rule, active = well fitted curve in the direction sought with a large enough effect; inconclusive = small, poorly fitted or top-dose-only effect, or another doubt; inactive = no such curve, though single readings can be large; an effect the other way counts as inactive or inconclusive. Unless noted, % is set by controls: 0 for no effect and ±100 for the full control effect; potency is the fitted concentration of half-maximal effect. Only part of the results is shown; count on the stated rates, not on these rows.

SMILES | N370S GC | TDP1 cell noCPT | TDP1 block
COc1ccc(C(=O)N2CCC3(CCCN(CC(C)C)C3)CC2)cc1 | -15% | -3% | /
Cc1ccccc1OCC(=O)NCC(=O)OCC(=O)c1ccc2c(c1)CCCC2 | / | -10% | 1%
CCOC(=O)c1cccc(NC(=O)Nc2ccc3c(c2)C(=O)OC3)c1 | -18% | ? | /
C=CCN(C(=O)Nc1ccc2c(c1)nc(C)n2C)c1ccccc1 | -4% | -7% | /
COc1cccc(C(=O)O/N=C/c2ccc(Sc3ccc(C)cc3)nc2)c1 | 1% | ? | 8%
O=C(O)c1sccc1S(=O)(=O)c1ccccc1 | 3% | -26% | 3%
COc1ccc(OC)c(S(=O)(=O)Nc2ccc(CC(=O)O)cc2)c1 | -1% | -17% | 0%
Cc1ccc(OCC(=O)OC(C)CN(C)Cc2ccccc2)cc1 (configuration not stated) | 3% | 2% | -3%
Cc1ccc2nc(NCCNC(=O)c3ccccc3)c(C#N)cc2c1 | ? | ? | /
COc1ccc2oc(-c3ccc(C)c(NC(=O)c4ccc5c(c4)OCCO5)c3)nc2c1 | / | 16µM* | 5%
Cc1cccc(-n2c(SCC(=O)N3CC(=O)Nc4ccccc43)nc3ccccc3c2=O)c1C | -9% | 18µM* | 2%
Cc1ccc(C(=O)Nc2nnc(S(=O)(=O)N3CCCc4ccccc43)s2)cc1 | / | 15% | 8%
CCC(C)c1ccc(NC(=S)Nc2ccc(OC)c(OC)c2)cc1 (configuration not stated) | 6% | ? | 5%
O=C(CSCc1c(F)cccc1Cl)NCc1ccncc1 | 5% | -10% | 0%
CN(C)S(=O)(=O)c1ccc(N2CCCC2)c(C(=O)Nc2ccc(C(N)=O)cc2)c1 | -1% | -4% | /
Cc1ccc(CNC(=O)c2ccccc2N(C)S(C)(=O)=O)cc1 | 24% | -16% | 4%
Cc1ccccc1N1CCN(C2CCCN(C(=O)CN3CCCC3=O)C2)CC1 (configuration not stated) | -11% | -1% | 0%
CCOC(=O)N/N=C/c1cn(CCCOc2ccccc2)c2ccccc12 | 6% | ? | 3%
COc1ccc(N(Cc2cc3cc(OC)ccc3[nH]c2=O)S(=O)(=O)c2ccc(NC(C)=O)cc2)cc1 | / | 8.2µM* | 4%
CCOc1ccc(CNC(=O)CN2C(=O)CSc3c2c(C)nn3-c2ccccc2)cc1 | / | -14% | 5%
COc1cccc(C(=O)Nc2nnc(-c3ccc(OC)cc3OC)s2)c1 | 3% | -7% | 5%
CN1CCN(c2ccccc2NC(=O)Cc2ccc(Cl)cc2)CC1 | 2% | -18% | 4%
COc1ccccc1C(C)NCC(=O)NCC(=O)Nc1ccc(F)c(F)c1F (configuration not stated) | -3% | -27% | 3%
COc1ccc(C2c3ccc(O)cc3Oc3ncn(Cc4ccco4)c(=N)c32)cc1OC (configuration not stated) | -3% | ? | 3%
CCCc1nnc(NC(=O)CCC(=O)Nc2ccc(Br)cc2)s1 | 5% | 4% | 1%

Full records as entered above. Values in the order: N370S GC	TDP1 cell noCPT	TDP1 block
CCOC(=O)c1cccc(NC(=O)Nc2ccc3c(c2)C(=O)OC3)c1 reads -18%	?	/
CCCc1nnc(NC(=O)CCC(=O)Nc2ccc(Br)cc2)s1 reads 5%	4%	1%
COc1cccc(C(=O)Nc2nnc(-c3ccc(OC)cc3OC)s2)c1 reads 3%	-7%	5%
CCOc1ccc(CNC(=O)CN2C(=O)CSc3c2c(C)nn3-c2ccccc2)cc1 reads /	-14%	5%
Cc1cccc(-n2c(SCC(=O)N3CC(=O)Nc4ccccc43)nc3ccccc3c2=O)c1C reads -9%	18µM*	2%

(more compounds)
SMILES | N370S GC | TDP1 cell noCPT | TDP1 block
O=C(CC(NCc1ccccn1)C(=O)O)Nc1ccccc1Cl (configuration not stated) | -6% | 9% | 10%
O=C(CNCC1CCCO1)Nc1ccccc1N1CCOCC1 (configuration not stated) | -4% | -21% | -3%
CC(Oc1ccc(Br)cc1)C(=O)N1CCc2ccccc21 (configuration not stated) | 8% | ? | -2%
Cc1nn(-c2ccccc2)c(Cl)c1/C=C/C(=O)c1ccccc1 | 8% | ? | 4%
CC(C)(C)OC(=O)N1CCNc2ccccc2C1 | 10% | -27% | 5%
Cc1ccc(-c2nnn(C(C)C(=O)N3c4ccccc4CCc4ccccc43)n2)cc1 (configuration not stated) | 22% | 29µM* | 0%
O=C(CCSc1ccccc1)Nc1nc2c(s1)COc1ccccc1-2 | 0% | ? | 9%
Cn1c(CNC(=O)c2ccccc2)nnc1SCC(=O)N1CCN(c2ccccc2)CC1 | 0% | -15% | 2%
O=C(COC(=O)c1cc(Cl)ccc1O)NCCNC(=O)COC(=O)c1cc(Cl)ccc1O | 1% | 2% | 10%
COC(=O)c1cc(OC)c(OC)cc1NCC(=O)Nc1cccc(C(F)(F)F)c1 | 0% | ? | 8%
COc1ccc(C(=O)NCCNc2ncc(C(F)(F)F)cc2Cl)cc1[N+](=O)[O-] | -8% | ? | 0%
COC(=O)NC(c1ccccc1)C1(C(=O)OC)C(=O)Cc2ccccc21 (configuration not stated) | -10% | / | 6%
O=c1c(S(=O)(=O)c2ccc(Cl)cc2)cn(Cc2cccc(F)c2)c2ccc(F)cc12 | 25% | ? | 2%
Cc1ccc(C(=O)Nc2c(C(=O)NCc3ccco3)cnn2-c2ccccc2)cc1 | 6% | ? | 3%
O=C(CSc1nnc(NC2CCCCC2)s1)N1CCOCC1 | / | 20% | 2%
CCc1cc(OCCCCNCc2ccccc2)ccc1Cl | -29% | 18µM* | -5%
O=C(NCCO)/C(=C/c1ccc2c(c1)OCO2)NC(=O)c1ccc(Br)cc1 | 0% | 0% | -6%
CCCCC(=O)OCC(=O)c1[nH]c(C)c(C(=O)OCC)c1C | -20% | -13% | 0%
Cc1ccccc1S(=O)(=O)Cc1ccc(C(=O)N2CCN(c3ccccc3F)CC2)o1 | 2% | ? | 6%
Cc1ccc(OCCC(=O)OCC(=O)NCCc2ccccc2)cc1 | 7% | -7% | 7%
CNC(=O)C1CC(=O)N(c2ccc(C)cc2)C1 (configuration not stated) | -25% | -3% | 6%
CC(NC(=O)c1ccccc1)C(=O)NC1CCCc2ccccc21 (configuration not stated) | 1% | -4% | -6%
CN(CC(=O)N1CCN(c2cccc(Cl)c2)CC1)S(=O)(=O)c1cnc[nH]1 | -7% | 3% | 5%
COc1ccccc1NC(=O)C1C2CCCCC21 (configuration not stated) | 10% | -5% | -3%
COc1cc(/C=C2\C(=N)N3N=CSC3=NC2=O)ccc1OS(=O)(=O)c1ccccc1 | 2% | ? | 7%

Further entries.
SMILES | N370S GC | TDP1 cell noCPT | TDP1 block
Cc1cccc(-n2ncc3c(N4CCCC(C)C4)ncnc32)c1 (configuration not stated) | / | ? | -3%
CC1(C)NC(=O)N(c2ccccc2Cl)C1(C)NO (configuration not stated) | 3% | -26% | 5%
Cc1ccc(Oc2ccc(NC(=O)CCC(=O)OCC(=O)c3cccs3)cc2)cc1C | 11% | ? | 1%
Cc1ccc(C)c(NC(=S)N(Cc2ccco2)C(C)c2cccs2)c1 (configuration not stated) | 11% | 11% | 5%
CN(CC(=O)NCCc1ccc(S(N)(=O)=O)cc1)c1ccccc1 | 1% | 9% | 0%
COc1ccccc1CNS(=O)(=O)c1c(C(=O)N2CCCCC2)c(C)n(C)c1C | -3% | 13% | 3%
O=C(NCCCNc1ccc(C(F)(F)F)cc1[N+](=O)[O-])c1cc(F)c(F)cc1Cl | -22% | 18µM* | 4%
COc1ccc(CCNC(=O)CS(=O)Cc2nc(-c3ccccc3Cl)oc2C)cc1OC (configuration not stated) | -10% | ? | 3%
CCOC(=O)c1sc(=S)n(-c2ccc(OC)cc2)c1C | -6% | -20% | /
Oc1ccc(N2CCN(C(=S)NCCc3ccccc3)CC2)cc1 | -16% | 8.2µM* | -2%
Cc1nc(SCC(O)CCl)c([N+](=O)[O-])[nH]1 (configuration not stated) | 1% | -17% | -2%
O=C(COC(=O)/C=C/c1ccc(F)cc1)NC1CCCC1 | 2% | 11% | -7%
CCCSc1ccc([C@@H]2[C@@H]3C(=O)N(C)C(=O)[C@@H]3[C@]3(C(=O)OC)CCCCN23)cc1OC | -7% | 23µM* | 2%
CCc1cc2c(=O)n(CC(=O)NCCc3ccc(OC)c(OC)c3)cnc2s1 | 4% | -8% | -1%
CNC(=O)c1c(NC(=O)c2ccc(S(=O)(=O)N3CCC(C)CC3)cc2)sc2c1CCC2 | / | 23µM* | 1%
CN(C(=O)C1CCC(=O)N(CCc2ccc(Cl)cc2)C1)C1CCOCC1 (configuration not stated) | -3% | 0% | 1%
COc1ccc(-n2nc3c(c2NC(=O)c2cc(Br)ccc2Cl)CS(=O)C3)cc1 (configuration not stated) | 0% | -19% | 1%
S=C(N/N=C/c1ccc2ncccc2c1)Nc1cccnc1 | -5% | ? | 5%
COCCN1C(=O)c2ccccc2C(C(=O)NCc2ccco2)C1c1c[nH]c2ccccc12 (configuration not stated) | -7% | -12% | 0%
Cc1cc(C)cc(NC(=O)c2sc3nc(C)cc(C)c3c2N)c1 | ? | -9% | /
CCN(Cc1ccc(C#CCCO)cc1)CC1CCCN(CCc2cccc(F)c2)C1 (configuration not stated) | -8% | 21µM* | 3%
CC(C)(C)c1cc(NC(=O)COC(=O)C2CC2)n(-c2ccccc2)n1 | 20% | -10% | 2%
Cc1ccc(S(=O)(=O)n2cnc3ccccc32)cc1 | 3% | 0% | 0%
COCCNC(=O)c1cccc(OC2CCN(Cc3ccccc3OCCO)CC2)c1 | -6% | ? | /
COc1ccccc1C(=O)Nc1c(C(=O)N(CCN(C)C)Cc2ccco2)oc2ccccc12 | ? | 12µM* | 9%&8%

In another format: 2 of the compounds above.
COc1ccc(CCNC(=O)CS(=O)Cc2nc(-c3ccccc3Cl)oc2C)cc1OC (configuration not stated)
  N370S GC: -10%	TDP1 cell noCPT: ?	TDP1 block: 3%
CCOC(=O)N/N=C/c1cn(CCCOc2ccccc2)c2ccccc12
  N370S GC: 6%	TDP1 cell noCPT: ?	TDP1 block: 3%

Next part:
SMILES | N370S GC | TDP1 cell noCPT | TDP1 block
N#Cc1c(NC(=O)/C=C/c2ccco2)sc2c1CCCC2 | -1% | 0.41µM* | -4%
COc1cccc(CN(C)Cc2nc3cc(C(F)(F)F)ccc3c(=O)[nH]2)c1 | 2% | ? | 3%
COc1cccc(CNC(=O)C2CCCN(c3nnc(-n4c(C)ccc4C)s3)C2)c1OC (configuration not stated) | / | ? | 10%
O=C(CCC(=O)c1ccccc1)Nc1ccc(C(=O)O)cc1 | -14% | ? | /
Cc1ccccc1N(CC(=O)NCc1ccco1)C(=O)CCC(=O)Nc1nccs1 | -7% | -22% | 1%
Cc1ccc(CNc2ncccc2-c2nc(-c3ccc(Cl)cc3)no2)cc1 | / | -7% | 3%
CCOC(=O)c1[nH]c(=O)[nH]c1CNc1ccccc1C#N | 0% | 4% | /
O=C(Nc1ccc(OC(F)F)c(Cl)c1)[C@@H]1CCCN1C(=O)c1cccs1 | -1% | -20% | 6%
CCNc1ccc([N+](=O)[O-])cc1 | -5% | -6% | 4%
COc1ccc(NC(=O)COC(=O)COc2ccc(Br)cc2)cc1 | 0% | -17% | -4%
